# Source: PubChem
# PAX8 reporter – PAX8 transcriptional activity inhibition | AID 652154 | inhibition, % at 12.6 µM | 360,000 tested, 1.2% active | RMG-I TPO-luciferase reporter, SteadyGlo, 24 h;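 active = mean replicate inhibition at least 60% with every replicate also reaching 60%; inconclusive = only one of the two criteria is met; inactive = mean below 60% and not all replicates reaching 60%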;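 also: luciferase light reporting Pax8 driven TPO promoter activity; plate controls were median of neutral control wells for no effect and mitoxantrone controls for full effect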
# DENV2 CPE rescue – DENV2-induced cell death inhibition | DENV2-infected cells, cytopathic effect rescue, plate reader | CPE inhibition, % at 9.99 µM | 350,000 tested, 1.7% active | AID 651640; in the data active = CPE inhibition above about 20%, passing the limit was not always enough; inconclusive = no clear call, values can overlap the other calls; tested in BHK-21 cells;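 also: 0% = median of neutral control wells and 100% = median of positive control wells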
# F508del corr – CFTR F508del correction in bronchial cells; 350,000 tested, 0.36% active; AID 720511; activity (quench increase), % at 7.58 µM; CFBE cells, YFP halide quenching; stimulated with forskolin plus potentiator P3; % fluorescence drop versus neutral controls;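 active = mean added fluorescence quench of at least 8% versus neutral control, with both replicates also reaching 8%; inconclusive = only one of the mean or replicate conditions met; inactive = mean below 8% and not both replicates reaching 8%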;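 also: cells transiently co-express mutant CFTR-F508del with the halide-sensitive YFP; corrector assay measuring rescue of mutant channel to the surface after 24 h compound exposure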
# ARNT TACC3 PPI – ARNT/TACC3 interaction disruption; AlphaScreen His-ARNT PAS-B/GST-TACC3 binding, luminescence; TACC3 fragment carries E629A point mutation; inhibition, % at 9.99 µM; 390,000 tested, 0.66% active; AID 623870;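 active = mean inhibition of replicates at least 50% and at least half of replicates each reaching 50%; inconclusive = half or more replicates reach 50% but mean below 50%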;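 also: 0% = complete ARNT plus TACC3 wells and 100% = ARNT alone without TACC3; many hits fall short of the cut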
# GSIS activator – primary screen for activators of insulin secretion dependent on glucose, INS-1E cells, GLuc reporter luminescence | activation, % at 16.6 µM | INS-1E GLuc reporter insulin secretion, 2-3 h | 370,000 tested, 0.61% active;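 active = lowest replicate activation of at least 40%, so every replicate reaches that level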;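 also: 0% = median of neutral control wells and 100% = median of IBMX positive control wells; some compounds called inactive have numbers as strong as hits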
# ERp5 inh – inhibitors of human ERp5; ERp5 insulin aggregation, absorbance 650 nm, 90 min; inhibition, % at 9.99 µM; 350,000 tested, 0.05% active; AID 651711;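 active = mean replicate inhibition above about 25%, with every replicate also reaching it, limit read from the data, passing the limit was not always enough; inconclusive = only one of those two criteria met; inactive = neither criterion met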
# Target sequence (Q15084 whole entry, looked up): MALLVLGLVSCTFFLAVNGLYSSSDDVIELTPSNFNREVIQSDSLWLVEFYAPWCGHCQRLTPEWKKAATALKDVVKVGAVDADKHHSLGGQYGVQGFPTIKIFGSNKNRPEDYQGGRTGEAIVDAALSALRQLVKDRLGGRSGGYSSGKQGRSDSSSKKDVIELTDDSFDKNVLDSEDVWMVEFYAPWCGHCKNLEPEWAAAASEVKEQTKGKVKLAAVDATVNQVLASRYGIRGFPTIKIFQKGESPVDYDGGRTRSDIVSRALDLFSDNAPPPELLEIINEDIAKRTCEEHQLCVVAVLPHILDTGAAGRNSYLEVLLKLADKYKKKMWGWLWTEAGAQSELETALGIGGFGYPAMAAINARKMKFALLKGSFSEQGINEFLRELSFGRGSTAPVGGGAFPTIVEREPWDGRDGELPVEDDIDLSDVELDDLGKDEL
# EWS-Fli inh – blocks EWS/Fli oncoprotein-driven transcription; A673 NR0B1-luciferase reporter, viability-normalised; inhibition, % at 12.6 µM; 350,000 tested, 0.67% active;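 active = mean inhibition of at least 50% after viability correction, with every replicate also passing that limit; inconclusive = mean reaches 50% but only one of two replicates passes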;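 also: firefly luciferase signal divided by Alamar Blue viability fluorescence both relative to DMSO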
# Xi reactivation – activators of X-chromosome reactivation in mouse fibroblasts | XiGFP mouse fibroblasts, % GFP-positive cells imaging, 3 d; cells co-treated with 5-aza-dC sensitizer; scaled so ellipticine positive control = 100% | activation, % at 7.58 µM | 360,000 tested, 0.055% active;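 active = mean normalized replicate activation at least 10% and every replicate at or above 10%; inconclusive = only one of the two criteria met; inactive = mean below 10% and not all replicates reach 10%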;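 also: 0% = median of on-plate neutral control wells and 100% = ellipticine 6 µM median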
#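 Material: XiGFP fibroblasts, SV40-immortalized; Buffer or medium: DMEM containing 5-aza-dC; Compound dosing: single point; Times: 3 days compound exposure.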
# * marks the source's active call; other numbers are inactive results; u = inconclusive; x = not tested or not shown; & = joins results of further samples; ! = repeats disagree.
SMILES,PAX8 reporter,DENV2 CPE rescue,F508del corr,ARNT TACC3 PPI,GSIS activator,ERp5 inh,EWS-Fli inh,Xi reactivation
O=C(NCc1ccccc1C(F)(F)F)C1CC(c2ccccc2[N+](=O)[O-])=NO1 (stereo not drawn),22.8,16.5,-1.2,2.4,-6.9,0.8,13.6,0.0
COCCN(Cc1ccc(F)cc1)C(=O)c1cc2ccccc2oc1=O,-7.5,11.1,0.2,-1.5,-5.1,1.0,-2.2,0.1
COc1ccc(C#Cc2cnc3c(c2)C(=O)N([C@@H](C)CO)C[C@@H](C)[C@H](CN(C)C(C)=O)O3)cc1,x,17.6,-0.8,11.8,15.6,1.8,-5.9,-0.6
O=C(CSc1nnc(CNC(=O)c2cccs2)o1)Nc1ccccc1C(F)(F)F,4.0,-1.5,-1.3,3.1,6.0,-10.0,x,0.0
CCOC(=O)C1=C(C)N=c2s/c(=C/c3cccc([N+](=O)[O-])c3O)c(=O)n2C1c1ccccc1 (stereo not drawn),1.9,7.8,-1.1,59.9*,-16.9,2.1,-0.5,-0.1
COc1ccc(S(=O)(=O)NCC(=O)NCc2cc(=O)n(C)c(=O)n2C)cc1C,0.0,19.1,-0.2,-12.7,-4.8,-2.2,x,0.0
Cc1ccn2cc(C(=O)Nc3cccc(C(=O)NC4CC4)c3)nc2c1,-57.8,-6.2,3.0,4.3,23.8,0.2,-40.5,-0.1
CCCC(=O)Nc1ccc2c(c1)OC[C@@H](C)N(CCC(F)(F)F)C[C@H](C)[C@H](OC)CN(C)C2=O,2.5,7.2,1.9,-4.4,4.3,-2.2,-3.0,0.0
COC(=O)[C@@H]1C[C@@]2(O)[C@H](O)[C@H](O)[C@H](O)C[C@H]2N1Cc1ccc(C(C)(C)C)cc1,0.2,11.3,-0.8,-3.1,-16.9,4.6,-18.9,-0.1
Cc1ccc(NC(=O)C(C)OC(=O)CSc2ccccc2)cc1 (stereo not drawn),-11.6,-1.8,0.2,-24.9,x,4.9,-3.8,0.0
CCC(=O)Nc1cccc(-c2nnc(-c3cccc(NC(=O)CC)c3)o2)c1,x,-7.6,-2.2,-14.5,13.8,-1.7,-10.5,x
Cn1c(CCC(=O)OCC(=O)NCc2ccccc2Cl)nc(=O)c2ccccc21,-30.4,4.2,2.9,-2.3,4.3,-9.5,-9.6,-0.5
Cc1c(Cl)cccc1NC(=O)Cn1c(-c2ccc(F)cc2)noc1=O,5.4,-3.9,-0.7,-3.4,13.6,-4.4,2.6,0.0
Cc1cccc(CC(C)NC(=O)CCc2nnc(CCCCc3ccccc3)o2)n1 (stereo not drawn),24.3,-0.5,x,x,1.7,3.7,2.1,0.3
CCc1ccc(OC2(C)CCN(Cc3ccc(SC)cc3)C2)cc1 (stereo not drawn),6.7,-8.1,-2.3,x,-2.2,-1.1,3.4,0.1
CN(Cc1cccc(Cl)c1Cl)C(=O)c1ccccc1SCC(=O)N1CCCC1,14.3,2.4,4.9,-3.1,-4.1,-9.8,-0.2,-0.7
CC1C(=O)C(C)C(c2ccccc2F)NC1c1ccccc1F (stereo not drawn),-6.1,2.1,-0.6,-4.4,-3.3,2.6,-6.2,0.2
Cc1ccc(C23CC4CC(CC(C(=O)NC(C)C)(C4)C2)C3)cc1,1.7,0.2,1.7,1.8,10.5,-0.7,9.4,0.0
O=C(NCCNC(=O)c1ccc(Cl)cc1Cl)c1ccco1,4.0,-1.1,-0.3,x,6.5,0.8,-0.1,0.1
CC1CCCC(NC(=O)CCC(=O)N2CCOc3ccccc32)C1C (stereo not drawn),8.5,1.8,2.1,-4.7,14.8,-1.8,-8.1,0.0
CC(C)CCn1c(Sc2nc3ccccc3o2)nc2c1c(=O)[nH]c(=O)n2C,-103.2,x,x,-8.9,2.3,x,x,0.1
Cc1cccc(NC(=O)c2ccccc2NC(=O)c2ccco2)c1,x,11.1,1.9,-0.9,4.3,1.4,x,0.1
CCCN1CN=C(NS(=O)(=O)c2ccc(C)cc2)NC1,6.4,-0.8,2.1,-0.8,9.6,-7.9,9.4,0.0
O=C(CN1C2CCCC1CC(NC(=O)C1CCCCC1)C2)NCc1ccc(F)cc1 (stereo not drawn),17.9,-2.8,-0.5,-3.6,-11.1,2.3,5.2,0.0
O=C(C(Cc1ccccc1)n1cccc1)N1CCN(c2ncccn2)CC1 (stereo not drawn),19.2,2.0,-0.8,-3.8,x,-10.7,3.6,0.1
CCN(CC)CCCN1CC(=O)N2[C@@H](Cc3c([nH]c4ccccc34)C2(C)C)C1=O,5.3,6.2,-1.9,5.0,26.8,-1.6,-2.8,0.0
Cc1ccc(C)c2nc3sc(C(=O)N4CCOCC4)c(N)c3cc12,-134.2,-2.8,u,-0.8,-4.3,5.1,-25.5,0.0
O=C(NC(Cc1c[nH]c2ccccc12)C(=O)N/N=C/c1ccc(Br)cc1)c1cccs1 (stereo not drawn),-2.6,6.7,2.4,-11.2,-5.2,2.5,-0.4,0.1
CC1(C(=O)Nc2ccc(Cl)c(Cl)c2)CCN1C(=O)CC(c1ccccc1)c1ccccc1 (stereo not drawn),8.2,-2.1,1.2,x,x,-4.7,3.0,0.0
O=C(N/N=C/c1ccc(N2CCOCC2)cc1)c1ccccn1,-11.5,1.9,-1.0,6.5,-12.0,-8.2,-83.0,-0.1
COc1cc(OC)c(N2CC(C(=O)Nc3cc(Cl)ccc3N3CCOCC3)CC2=O)cc1Cl (stereo not drawn),39.3,3.9,4.4,x,-8.2,-0.3,u,0.5
O=C1c2ccccc2C(=O)N1CCC#Cc1ccc2cc(C3(O)CCCCC3)oc(=O)c2c1,-17.3,-10.3,4.9,-16.5,13.1,1.2,1.1,-0.4
CCOC(=O)C(=O)c1csc(NC(=O)CCSc2ccc(C)cc2)n1,-19.6,-0.2,1.6,-5.9,5.0,0.3,1.8,0.0
C[C@@H]1CN([C@H](C)CO)S(=O)(=O)c2ccc(C#CC3CCCC3)cc2O[C@H]1CN(C)Cc1cccnc1,87.1*,-2.1,1.8,14.3,-7.2,3.9,16.8,-0.6
C[C@H](CO)N1C[C@H](C)[C@H](CN(C)Cc2ccc3c(c2)OCO3)Oc2c(NS(=O)(=O)c3ccccc3)cccc2C1=O,-9.1,-3.5,-1.8,-3.4,0.9,-2.0,6.4,-0.4
CCCC(=O)N1CCC1(C)C(=O)Nc1ccc(C)cc1 (stereo not drawn),-10.3,-1.0,-2.9,x,12.8,-2.7,1.7,0.2
Cc1cc(N/C=C/C(=O)c2ccccc2)ccc1Br,-113.0,0.1,1.5,3.0,-17.9,-6.6,-4.1,0.2
CCCC#Cc1cnc2c(c1)C(=O)N([C@H](C)CO)C[C@@H](C)[C@H](CN(C)S(=O)(=O)c1ccccc1)O2,x,15.1,1.2,-3.0,0.5,0.2,-7.6,-0.8
COc1ccc(Br)cc1/C=N/NC(=O)c1cccc(S(=O)(=O)N2CCOCC2)c1,5.7,10.5,-2.6,2.8,6.3,5.0,3.5,0.0
COc1ccc(Cl)cc1NC(=O)CN1CCN(C(=O)N2CCOCC2)CC1,-7.1,-3.6,2.9,-14.1,-13.1,2.0,x,0.1
C[C@@H]1CN([C@H](C)CO)C(=O)c2cc(N(C)C)ccc2O[C@@H](C)CCCCO[C@@H]1CN(C)C(=O)NC1CCCCC1,53.4,u,-1.9,13.6,0.5,-2.1,-0.2,0.1
O=C(c1cccc(C(F)(F)F)c1)N1CCOc2ccccc21,13.6,2.4,0.6,-1.9,22.7,-1.0,7.1,0.0
Cc1ccc(NC(=S)Nc2cccc3ccccc23)cc1F,-31.5,-1.0,-3.6,12.2,16.4,-1.1,-13.0,0.2
C[C@@H]1CCCCO[C@H](CN(C)C(=O)c2ccncc2)[C@@H](C)CN([C@H](C)CO)C(=O)c2cc(NS(=O)(=O)c3ccc(F)cc3)ccc2O1,-17.8,2.8,1.6,-6.2,3.4,-3.5,1.3,0.1
COc1ccccc1NC(=O)Cn1nnc(-c2ccccc2NS(=O)(=O)c2ccccc2)n1,25.1,5.3,1.5,7.9,6.2,-4.7,-79.9,0.1
COc1ccc(-c2noc(CCC(=O)N3CCN(c4cccc(C)c4C)CC3)n2)cc1,-18.0,7.5,1.6,-7.3,2.5,-2.5,-4.0,-0.1
CCS(=O)(=O)c1nc(S(=O)(=O)c2ccc(Cl)cc2)c(N2CCc3ccccc3C2)s1,22.7,9.4,x,-1.7,6.7,-0.7,16.0,0.4
CCCNC(=O)N1CC(=O)N2[C@H](CO)[C@@H](c3ccc(C#Cc4cccc(OC)c4)cc3)[C@H]2C1,-8.6,-4.2,-1.6,x,-10.4,-2.6,-3.4,0.0
COc1ccc(/C=N/NC(=O)c2nc(-c3ccccc3)cc(-c3ccccc3)n2)cc1O,-3.2,x,x,-10.3,-47.4,x,x,0.0
Cc1noc(C)c1S(=O)(=O)Nc1ccc2c(c1)CC(=O)N([C@@H](C)CO)C[C@H](C)[C@@H](CN(C)S(=O)(=O)c1cn(C)cn1)O2,1.9,-9.6,2.1,23.7,16.1,3.9,-10.8,-0.4
CCOC(=O)N1CCC(NC(=O)C2CCCN(Cc3nc(-c4cccc(C)c4)oc3C)C2)CC1 (stereo not drawn),34.8,-8.2,1.0,-0.1,-19.4,3.7,x,0.1
CCOc1ccc(OCC)c(S(=O)(=O)n2cnc(C)c2)c1,3.0,4.1,3.5,-14.6,0.7,1.1,4.3,0.0
COCC#Cc1ccc2c(c1)O[C@H](CN(C)S(C)(=O)=O)[C@@H](C)CN([C@H](C)CO)S2(=O)=O,x,-1.8,-0.5,7.3,26.0,-2.9,-8.3,0.2
C[C@@H]1CN([C@H](C)CO)C(=O)c2c(c3ccccc3n2C)-c2ccccc2CO[C@H]1CN(C)Cc1ccc2c(c1)OCCN2C,-4.8,27.7*!,-2.0&3.1,x,13.6&-16.4,-0.4,-7.2&8.2,-0.2&-1.1
COc1ccc(C2CC(c3ccccc3)=NN2C(=O)COC(=O)C2CC2)cc1 (stereo not drawn),-7.2,8.4,x,0.1,x,6.4,-1.2,0.0
CSc1cccc(NC(=S)N2CCC(N(C)C3CCCCCC3)CC2)c1,-7.0,7.9,0.5,-0.7,-58.7,-4.0,-0.8,0.8
O=C(N/N=C/C(Cl)=C/c1ccccc1)c1ccccc1F,-145.1,-2.9,-1.9,1.8,-13.4,0.3,-87.6,0.0
COc1ccc(S(=O)(=O)NC(=O)C2(C)CCN2C(=O)C2(c3ccc(Cl)cc3)CCC2)cc1 (stereo not drawn),1.0,-1.1,-1.0,x,21.7,0.7,2.9,0.0
C[C@H](CO)N1C[C@H](C)[C@H](CN(C)Cc2ccc(-c3ccccc3)cc2)Oc2ccc(NS(=O)(=O)c3cccs3)cc2C1=O,-8.3,6.2,1.8,10.3,-8.2,-1.8,2.7,-1.3

# Limited to ARNT TACC3 PPI, ERp5 inh and F508del corr, for 2 of the compounds above:
canonical_smiles	ARNT TACC3 PPI	ERp5 inh	F508del corr
COCC#Cc1ccc2c(c1)O[C@H](CN(C)S(C)(=O)=O)[C@@H](C)CN([C@H](C)CO)S2(=O)=O	7.3	-2.9	-0.5
C[C@@H]1CN([C@H](C)CO)C(=O)c2c(c3ccccc3n2C)-c2ccccc2CO[C@H]1CN(C)Cc1ccc2c(c1)OCCN2C	x	-0.4	-2.0&3.1
